# High-throughput results (PubChem BioAssay)
# Bcl-xL primary: Bcl-xL (human) inhibition; Q07817; GST-Bcl-xL / FITC-Bim BH3 peptide fluorescence polarization; inhibition, % at 10.9 µM; 320,000 tested, 0.7% active; AID 2129;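 active = inhibition above the mean of all tested compounds plus 3 SD, cutoff set per campaign, cut at about 30% in these data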;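 also: 0% = DMSO wells and 100% = unlabeled Bim-BH3 peptide competitor; inhibitors lower millipolarization by displacing the labeled peptide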
# PME-1 inh: blocks human protein phosphatase methylesterase 1 | inhibition, % at 5.9 µM | recombinant PME-1, FP-Rh probe fluorescence polarization | Q9Y570 | AID 2130 | 320,000 tested, 0.53% active;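 active = inhibition above the campaign mean of all compounds plus 3 SD, cut at about 26% in these data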;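 also: competitive labeling of PME-1 active site by serine hydrolase directed probe; 0% = PME-1 with DMSO and 100% = wells lacking PME-1 enzyme; inhibitors block probe labeling so polarization falls and inhibition rises; many of its hits are not listed in these tables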
# MEX-5 binding: C. elegans MEX-5 TCR-2 RNA binding activity; MEX-5/FITC-TCR2 RNA binding, fluorescence polarization; active compounds read low; activity score (negative = inhibition of binding), % at 10 µM; 300,000 tested, 0.38% active; AID 1832;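 active = inhibition past about -25% in most replicates, and total fluorescence under double the plate's negative control median, limit read from the data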;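 also: 0% = DMSO and -100% = 5 µM competing unlabeled TCR2 RNA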
# Target sequence (Q9XUB2 whole entry, looked up): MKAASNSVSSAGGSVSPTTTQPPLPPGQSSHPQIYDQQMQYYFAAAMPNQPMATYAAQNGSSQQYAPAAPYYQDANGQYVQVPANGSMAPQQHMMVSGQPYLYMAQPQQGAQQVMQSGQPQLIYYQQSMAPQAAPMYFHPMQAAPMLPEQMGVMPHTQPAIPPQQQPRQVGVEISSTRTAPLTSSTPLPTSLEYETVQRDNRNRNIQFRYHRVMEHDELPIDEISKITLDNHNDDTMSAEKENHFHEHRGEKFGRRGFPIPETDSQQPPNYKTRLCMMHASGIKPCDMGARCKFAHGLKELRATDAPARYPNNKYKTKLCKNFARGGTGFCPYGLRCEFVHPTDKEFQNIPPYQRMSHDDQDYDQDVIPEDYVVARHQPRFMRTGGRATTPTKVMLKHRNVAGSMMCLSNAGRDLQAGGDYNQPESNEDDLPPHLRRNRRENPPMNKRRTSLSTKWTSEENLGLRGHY
# MCL1 BIM primary: inhibitors of human MCL1 binding to BIM-BH3 peptide; 320,000 tested, 0.68% active; GST-MCL1 / FITC-Bim-BH3 fluorescence polarization; inhibition, % at 10.9 µM;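 active = inhibition above the mean inhibition of all tested compounds plus 3 SD, set per campaign, cut at about 40% in these data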;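 also: 0% = DMSO wells and 100% = unlabeled Bim-BH3 peptide control; higher means more loss of mP so more displacement of Bim peptide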
# Efflux pump inh: inhibitors of Candida antifungal efflux pumps expressed in yeast | S. cerevisiae Candida pump triplex, Nile Red efflux | inhibition, % at 10 µM | 330,000 tested, 0.44% active;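 active = plate passing quality check with inhibition over a set limit, or well fluorescence over plate mean plus 4 SD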;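 also: Nile Red retained in pooled yeast measured as flow cytometry median fluorescence; 0% = buffer negative control and 100% = Enniatin B positive control; higher means more Nile Red kept so more efflux inhibition; some compounds called inactive have numbers as strong as hits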
# VLA-4 inh: inhibition in a human VLA-4 binding assay. AID 2557. 330,000 tested, 0.2% active. VLA-4 expressing cells, ligand binding flow cytometry. P13612. inhibition, % (about 7 µM as worked out from the volumes in the protocol); in the data active = inhibition above about 50%
# GRK2 inh: inhibitors of human GRK2 displacing RNA aptamer. AID 488847. bead flow cytometry, FAM-aptamer displacement from GRK2. inhibition of aptamer binding, % at 10 µM. 330,000 tested, 0.59% active. P25098;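 active = inhibition of aptamer binding above 40%, roughly 3 SD of noise, on plates passing a quality check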;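 also: median bead fluorescence of bound FAM aptamer so fluorescent compounds give negative values; no value below 0 was filed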
# GLD-1 RNA inh: GLD-1-TGE RNA interaction inhibition (C. elegans) | Q17339 | purified GLD-1 + fluorescein TGE RNA, fluorescence polarization | inhibition, % at 5.96 µM | 320,000 tested, 0.44% active | AID 2280;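 active = percent inhibition above a per-plate cutoff, the plate mean of test compounds plus 3 SD, cut at about 30% in these data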;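 also: 0% = DMSO wells with GLD-1 and probe and 100% = wells lacking GLD-1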
# Target sequence (Q17339 whole entry, looked up): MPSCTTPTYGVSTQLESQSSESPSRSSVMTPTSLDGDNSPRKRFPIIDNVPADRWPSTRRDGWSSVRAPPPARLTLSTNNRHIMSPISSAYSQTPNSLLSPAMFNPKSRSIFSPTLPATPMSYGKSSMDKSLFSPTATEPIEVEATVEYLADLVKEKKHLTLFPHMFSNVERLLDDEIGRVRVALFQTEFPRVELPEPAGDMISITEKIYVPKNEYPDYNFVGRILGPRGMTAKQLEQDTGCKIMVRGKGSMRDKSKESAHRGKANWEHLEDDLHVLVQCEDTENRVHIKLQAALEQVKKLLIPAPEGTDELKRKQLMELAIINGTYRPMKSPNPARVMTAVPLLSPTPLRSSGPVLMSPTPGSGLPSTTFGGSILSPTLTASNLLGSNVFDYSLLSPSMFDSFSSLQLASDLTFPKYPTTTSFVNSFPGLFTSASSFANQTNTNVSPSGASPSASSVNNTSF
# Fam108B counter: counter-screen for RBBP9 inhibitors: inhibitors of mouse Fam108B. 300,000 tested, 0.33% active. inhibition, % at 9.51 µM. recombinant Fam108B, FP-Rh probe fluorescence polarization. AID 1947;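 active = inhibition above the screen mean inhibition plus 3 SD, computed separately per campaign, cut at about 18% in these data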;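 also: inhibitors lower polarization as less probe binds the enzyme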
# An asterisk follows results filed as active; . = no result given.
SMILES,Bcl-xL primary,PME-1 inh,MEX-5 binding,MCL1 BIM primary,Efflux pump inh,VLA-4 inh,GRK2 inh,GLD-1 RNA inh,Fam108B counter
Nc1ncn(-c2ncc(C(F)(F)F)cc2Cl)n1,-2,6,3.5,-3,0.1,4,6,3,-2
C=CCn1c(SCC(=O)NCC2CCCO2)nnc1-c1ccccc1 (stereo not given),6,5,2.4,11,-0.1,8,1,2,4
COC(=O)c1ccc2c(c1)NC(=O)C(N1CCOCC1)S2 (stereo not given),3,3,-0.3,6,0.0,1,1,3,0
O=C(COC(=O)/C=C/c1ccccc1)NCCC1=CCCCC1,1,4,0.7,-1,-0.1,1,3,3,5
CSc1nc(-c2ccco2)nn1C(=O)c1cccs1,-5,-1,-0.1,-4,-0.1,0,1,1,-2
CC(CCc1ccccc1)N(C)CC(O)c1cccc([N+](=O)[O-])c1 (stereo not given),4,3,1.6,-2,-0.1,2,0,2,-5
CC(=O)Nc1ccccc1C,4,-5,.,-3,0.0,7,0,2,.
CCCc1nc2ccc(NC(=O)c3cccs3)cc2c(=O)n1Cc1ccccc1Cl,-1,-18,-5.1,-2,0.0,0,2,0,-39
O=C(CSc1nnc(NC(=O)c2ccco2)s1)Nc1ccc(F)cc1F,-2,5,-0.2,-1,0.0,-5,1,-8,0
CC(c1ccccc1)C1CC(=O)N(c2ccc([N+](=O)[O-])cc2)C1=O (stereo not given),4,-1,-0.9,3,-0.1,12,1,2,-3
COc1cccc(CN2CCN(Cc3nc(C(C)C)cs3)CC2CCO)c1 (stereo not given),9,-2,-1.0,13,-0.1,31,4,5,4
O=C(NC1CCCC1)C(c1cccnc1)N(C(=O)c1csnn1)c1ccccc1Cl (stereo not given),2,1,-1.8,-8,-0.2,17,2,-1,-3
COCCNC(=O)c1ccc2c3n(nc2c1)-c1ccc(C)cc1CO3,1,4,0.0,7,-0.1,28,1,4,-1
O=[N+]([O-])c1cccc(S(=O)(=O)N2CCCCC2)c1,2,-1,-2.7,-1,-0.1,6,1,8,2
CCc1nc2cccnc2n1-c1ccc(CC(=O)NC(C)CC)cc1 (stereo not given),.,.,-0.5,.,-0.4,-1,0,.,.
Cc1ccc(C2C3=C(CC(C)(C)CC3=O)Nc3onc(C)c32)cc1 (stereo not given),-1,3,0.8,-4,0.1,12,0,-2,1
Oc1[nH]c2ccccc2c1N=Nc1c(F)c(F)c(C(F)(F)F)c(F)c1F,3,7,0.1,7,0.2,17,2,2,4
CC(=O)N1CCN(CCN=CC2=C(O)CC(c3ccc(Cl)cc3)CC2=O)CC1 (stereo not given),2,-2,-1.9,5,0.0,11,2,1,0
CCc1ccc(Nc2cc(C(=O)NCCCN3CCOCC3)c3ccccc3n2)cc1,4,10,-0.4,5,0.1,10,0,9,2
O=C(CCC(=O)N1CCCC1)Nc1nnc(C(F)(F)F)s1,-2,-2,-0.4,-2,0.3,3,0,3,1
CCOC(=O)N1CCN(C(=O)CSc2nc3c(cnn3-c3ccc(C)cc3)c(=O)[nH]2)CC1,0,4,-1.9,5,-0.1,-12,1,-1,2
O=c1c2ccccc2nnn1Cc1ccccn1,6,-1,-3.7,4,8.2*,14,2,3,1
COc1cc([C@@H]2c3cc4c(cc3[C@@H](O)[C@@H](CO)[C@@H]2CO)OCO4)cc(OC)c1O[Si](C)(C)C(C)(C)C,4,1,1.0,-6,-0.1,38,0,7,1
O=C(NCCNc1ccc([N+](=O)[O-])cc1)c1ccccc1F,2,-2,0.4,0,0.3,11,0,3,2
CCN(CCCCCCN)c1ccc2c(=O)[nH][nH]c(=O)c2c1,10,1,0.3,16,0.0,19,0,5,1
CCOc1ccc(CCNC(=O)CCNC(=O)c2ccc(Br)cc2)cc1OCC,-9,0,-3.8,-10,0.0,18,2,-5,5
COc1ccccc1C(CNC(=O)c1cccc(NS(=O)(=O)c2ccc(C)c(F)c2)c1)N1CCCC1 (stereo not given),3,11,0.8,6,0.0,-2,0,4,-1
Cc1cc(=O)n2nc(N3CCCC(C(=O)NCCc4ccccc4)C3)sc2n1 (stereo not given),3,4,.,1,0.0,-3,3,3,-2
Cc1cc(C)cc(C(=O)Nc2c3c(nn2C(C)(C)C)CS(=O)(=O)C3)c1,0,3,3.1,5,-0.1,-6,1,14,0
CCOC(=O)/C(C#N)=C/c1c(N2CCN(c3ccccc3)CC2)nc2c(C)cccn2c1=O,.,.,-0.8,.,-0.1,1,3,.,.
O=C(COC(=O)CNC(=O)c1ccc(-c2ccccc2)cc1)NCc1ccco1,3,4,3.2,11,0.9,20,4,5,2
Cc1ccc2oc(=O)c3cnn(CC(=O)N4CCCCC4C)c3c2c1 (stereo not given),9,0,-1.6,10,0.0,-9,0,3,-5
CCOC(=O)C1CCCN(C(=O)c2cc(Nc3ccc(OC)c(OC)c3)nc3ccccc23)C1 (stereo not given),7,8,0.6,4,-0.1,-28,0,8,-1
CC(C)c1cccc(OCCCCN(C)C)c1,-2,-4,0.7,-4,0.2,9,0,6,-3
Cc1occc1C(=O)O/N=C(\N)c1ccc(Cl)cc1,6,-5,3.6,2,0.0,0,0,1,-1
COc1ccc(Nc2ncnc3c2cnn3Cc2ccc(C)cc2)cc1,2,-2,0.5,-7,-0.2,10,1,0,0
CC(=O)c1ccc(NC(=O)C[n+]2cccc(C)c2)cc1,2,-3,0.6,0,0.0,0,0,3,0
O=C(NC(Cc1ccc(F)cc1)C(=O)O)c1ccccc1 (stereo not given),8,1,-1.6,10,0.0,-5,1,-3,-1
COc1ccc(S(=O)(=O)N(Cc2ccccc2)c2ccccc2C(=O)N2CCOCC2)cc1,3,0,1.8,0,0.1,17,0,-2,3
COc1cccc(CN(C)CC(=O)NCc2ccc(F)cc2)c1OC,-4,0,0.3,-6,0.4,13,0,-2,-2

# An excerpt of these results, with two lines to a compound:
# Fields: Bcl-xL primary, PME-1 inh, MEX-5 binding, MCL1 BIM primary, Efflux pump inh, VLA-4 inh, GRK2 inh, GLD-1 RNA inh, Fam108B counter
CCCc1nc2ccc(NC(=O)c3cccs3)cc2c(=O)n1Cc1ccccc1Cl
 : -1, -18, -5.1, -2, 0.0, 0, 2, 0, -39
COc1ccc(Nc2ncnc3c2cnn3Cc2ccc(C)cc2)cc1
 : 2, -2, 0.5, -7, -0.2, 10, 1, 0, 0

# Going on with the list.
SMILES,Bcl-xL primary,PME-1 inh,MEX-5 binding,MCL1 BIM primary,Efflux pump inh,VLA-4 inh,GRK2 inh,GLD-1 RNA inh,Fam108B counter
CCCCn1c(CN2CCN(C(=O)c3ccco3)CC2)nc2c1c(=O)n(C)c(=O)n2C,8,-3,-0.4,-1,0.1,25,0,1,6
O=S(=O)(Nc1ccc(N2CCCCC2)cc1)c1ccc(F)cc1,10,5,0.8,2,-0.1,-1,0,-6,4
Cc1c(CCC(=O)NCCC(=O)O)c(=O)oc2cc3occ(-c4ccccc4)c3cc12,12,-4,1.8,10,-0.3,7,0,-1,-3
COC(=O)c1cccc(S(=O)(=O)N2CCC(n3nnc4cc(F)ccc43)CC2)c1,-2,-4,-3.3,-1,-0.1,1,0,7,0
CC(C)C[C@H](NC(=O)c1nc[nH]c1C(=O)N[C@@H](CC(C)C)C(=O)OC(C)(C)C)C(=O)OCc1ccccc1,2,-9,3.9,5,0.1,-8,2,5,-7
COc1cccc(NC(=O)c2cccnc2)c1,5,-1,1.0,1,0.1,-9,0,0,-2
CC(C)CNc1nc(S(=O)(=O)c2ccccc2)c(Cl)s1,-4,13,1.3,-1,-0.1,1,0,6,-2
CCn1c(SCc2nc3ccccc3c(=O)[nH]2)nnc1C(C)NC(=O)c1ccccc1F (stereo not given),0,-1,0.7,4,-0.1,13,2,5,2
O=c1c2[nH]c3ccc(F)cc3c2ncn1CCCn1ccnc1,-5,0,-0.4,-1,-0.1,-2,0,11,4
COc1ccc(NC(=O)Cc2ccccc2F)cn1,1,0,-1.7,4,-0.1,-15,1,1,1
COc1cc(C=NCC2OCCc3ccccc32)cc(OC)c1 (stereo not given),3,1,0.3,-3,0.0,-3,0,-1,2
COc1nnc(-c2ccc(N3CCOCC3)c(NC(=O)c3ccco3)c2)c2ccccc12,10,-2,-0.9,8,0.0,8,0,11,7
Cc1ccc(NC(=O)[C@@H]2CCCN2S(=O)(=O)c2ccccc2F)cc1,-3,4,2.1,1,0.0,4,0,-10,-10
CCc1cnccc1CCC(=O)Nc1ccccc1C,3,-1,0.6,5,-0.2,2,2,0,6
CCc1ccc(CC)c(S(=O)(=O)Nc2ccc(O)c(C(=O)O)c2)c1,6,2,-1.6,7,0.0,4,5,0,1
O=C1S/C(=C\C=C\c2ccco2)C(=O)N1c1ccc(O)cc1,6,-3,-0.7,13,-0.2,-14,4,6,5
Cc1cc(Cl)ccc1OCC(=O)N/N=C1\CCCc2ccccc21,-2,0,1.4,-3,-0.2,-7,0,14,-2
CCOC(=O)N1CCC(C(=O)NNC(=O)c2ccc(Cl)cc2Cl)CC1,-1,1,.,-5,0.1,1,0,-1,-2
CCOC(=O)CC(=O)CSc1nc2c(cc1C#N)CCCCC2,8,-5,2.7,-2,0.1,0,4,-16,3
COc1cc(NC(=O)C2CC(=O)N(CCc3ccccc3)C2)cc(OC)c1 (stereo not given),1,2,2.2,-2,0.1,1,0,2,-2
CC(C)(C)c1ccccc1OCC(O)CN1CCN(c2ccccn2)CC1 (stereo not given),5,0,-0.8,17,0.2,11,1,3,2
Cc1cccnc1NC(=S)NC(=O)c1cncc(Br)c1,2,-3,-1.3,3,-0.1,3,2,-1,1
Cc1cccc(C(CC(=O)N2CCCC2)c2ccccc2)c1O (stereo not given),4,-2,-2.8,-4,-0.1,-2,0,1,3
COc1ccc(/C=N/NC(=S)Nc2ccccc2)cc1COc1ccc(F)cc1,7,-8,2.8,9,-0.2,17,0,3,6
COCCn1nnnc1CN1CCOCC1,4,-2,-3.3,6,0.0,-12,0,2,-3
COc1cccc(NC(=O)CCC2CCN(C(=O)c3cccc(NC(C)=O)c3)CC2)c1,2,7,1.3,3,0.1,-1,0,4,1
Cc1ccc(/C=N/NC(=O)Cc2c(F)cccc2Cl)s1,2,5,3.6,11,-0.1,1,1,3,4
O=C(O)c1ccc(NC2=C(N3CCOCC3)C(=O)c3ccccc3C2=O)cc1,8,3,-1.3,14,0.2,21,4,7,2
O=C(NC(=S)NCc1ccccc1Cl)c1cccs1,.,.,.,.,-0.4,-4,1,2,.
CC(C)OC(=O)CC(=O)CSc1nc2c(cc1C#N)CCCCCC2,-2,-3,.,-3,0.4,2,0,-8,2
Cc1ccc(S(=O)(=O)NNC(=O)c2ccncc2)cc1[N+](=O)[O-],12,4,-1.8,16,-0.1,-4,0,0,1
COc1ccc(S(=O)(=O)N2CCCCCC2)cc1C(=O)OCC(=O)Nc1cc(C)on1,1,-18,-1.6,-6,0.0,1,1,5,-2
Cc1ccc(Nc2ccc(-n3ccnc3)nn2)cc1C,-6,-7,0.8,-9,0.2,-5,1,2,5
Cc1ccc2c(C)c(C(=O)N(Cc3ccncc3)CC3CCCO3)oc2c1C (stereo not given),5,3,-0.5,1,2.6,-9,0,0,4
Cn1nnc2c[n+](CC(=O)c3ccc4ccccc4c3)cc(Br)c21,1,-9,-0.5,-9,0.1,2,1,-1,1
Cc1cc(NC(=O)COC(=O)c2cnccn2)ccc1Br,.,.,.,.,-0.1,0,1,-3,.
COc1ccc(-c2ccc(=O)n(CC(=O)Nc3cccc(O)c3)n2)cc1OC,-1,-5,.,-4,0.2,15,0,-2,5

# Not all compounds are listed; count on the stated rates, not on these rows.
